HSP90 inh – HSP90 inhibitors, primary screen, cell lysate, luminescence | inhibition, % at 5.6 µM | Heat shock protein HSP 90 (rabbit reticulocyte lysate; luciferase refolding) | Rabbit reticulocyte lysate, luciferase refolding luminescence, 3 h | 290,000 compounds, 0.91% hits;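 active = inhibition above the screen-wide mean plus 3 SD, computed separately per campaign, cut at about 16% in these data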;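 also: 0% = DMSO wells and 100% = 60 µM geldanamycin wells; inhibitors lower the luminescence because luciferase stays unfolded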
HIF activator – HIF pathway transcriptional activators, primary screen, cell-based, U2OS HRE-luciferase, luminescence; U2OS HRE-luciferase reporter; normalized: DMSO 0%, desferrioxamine 100%; activation, % at 7.5 µM (by protocol); 300,000 compounds, 0.32% hits; AID 1910, 2009;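 active = mean activation of at least 10% of the iron chelator positive control signal, with at least half of replicates also reaching 10%; inconclusive = mean and replicate majority disagree about reaching 10%; inactive = mean and most replicates under 10%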
GSK3 alpha inh – blockers of GSK3A enzyme activity – biochemical, luminescence, cell-free homogeneous, HTS, primary screen | Glycogen synthase kinase-3 alpha (Homo sapiens), P49840 | GSK-3 alpha kinase, ADP-Glo luminescence, 60 min | inhibition, % at 10 µM | 320,000 compounds, 0.1% hits;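 in the data active = inhibition above about 50%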;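 also: GST-tagged GSK-3 alpha with peptide substrate and 25 µM ATP; 0% = DMSO neutral wells and 100% = GW8510 positive control wells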
Target sequence (P49840 whole entry, looked up): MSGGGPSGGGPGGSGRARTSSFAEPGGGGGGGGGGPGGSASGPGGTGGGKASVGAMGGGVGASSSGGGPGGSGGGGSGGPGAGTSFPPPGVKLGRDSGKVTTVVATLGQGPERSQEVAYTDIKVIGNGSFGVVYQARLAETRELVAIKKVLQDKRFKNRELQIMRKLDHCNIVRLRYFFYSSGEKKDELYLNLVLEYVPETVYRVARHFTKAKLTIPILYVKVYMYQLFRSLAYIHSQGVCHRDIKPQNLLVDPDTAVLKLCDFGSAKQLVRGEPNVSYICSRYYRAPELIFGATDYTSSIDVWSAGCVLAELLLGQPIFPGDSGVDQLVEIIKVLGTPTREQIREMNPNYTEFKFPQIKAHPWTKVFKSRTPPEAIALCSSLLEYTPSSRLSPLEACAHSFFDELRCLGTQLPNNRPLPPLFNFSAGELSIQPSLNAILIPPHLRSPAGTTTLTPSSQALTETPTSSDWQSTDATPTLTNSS
AI-2 QS modul – Vibrio harveyi AI-2 quorum sensing modulators, primary screen, JMH597 strain, luminescence/OD600 ratio; Vibrio harveyi JMH597 AI-2 luminescence/OD600 ratio, 9 h; active compounds read low; strain lacks LuxN and CqsS sensors; 0 = neutral-control median; activity change, % at 7.5 µM; 300,000 compounds, 0.4% hits; AID 2094, 2009; in the data active = activity change below about -75%, passing the limit was not always enough; inconclusive = no clear call, values can overlap the other calls;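 also: luminescence divided by OD600 gain over 9 h not by final OD600 alone; inactives centre near 13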
HSF-1 act – HSF-1 activators, primary screen, NIH3T3-HGL cells, MG132 stress, luminescence, single point | NIH3T3-HGL HSF-1 luciferase reporter, 8 h; 100% = twice DMSO control signal | activation, % at 9 µM | 300,000 compounds, 1.7% hits | AID 504408, 2011;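 active = mean replicate activation of at least 50% with a set share of replicates each reaching 50%; inconclusive = only one of those two conditions met; inactive = mean below 50% and too few replicates reaching it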;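 also: 0% = median of the neutral control wells and 100% = twice that signal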
GSK3beta inhib – human GSK3beta kinase inhibitors, primary screen, biochemical, cell-free homogeneous, HTS; Glycogen synthase kinase-3 beta (Homo sapiens), P49841; AID 2097, 2009; GST-GSK3beta kinase, ADP-Glo luminescence, 60 min; active compounds read low; activity score (negative = inhibition), % at 10 µM; 300,000 compounds, 0.038% hits;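 active = more than half of replicate wells score below -50%, meaning over 50% inhibition versus plate controls; inconclusive = some replicates but at most half score below -50%; inactive = no replicate scores below -50%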;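 also: 0% = median DMSO wells and -100% = median GW8510 positive control wells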
Target sequence (P49841 whole entry, looked up): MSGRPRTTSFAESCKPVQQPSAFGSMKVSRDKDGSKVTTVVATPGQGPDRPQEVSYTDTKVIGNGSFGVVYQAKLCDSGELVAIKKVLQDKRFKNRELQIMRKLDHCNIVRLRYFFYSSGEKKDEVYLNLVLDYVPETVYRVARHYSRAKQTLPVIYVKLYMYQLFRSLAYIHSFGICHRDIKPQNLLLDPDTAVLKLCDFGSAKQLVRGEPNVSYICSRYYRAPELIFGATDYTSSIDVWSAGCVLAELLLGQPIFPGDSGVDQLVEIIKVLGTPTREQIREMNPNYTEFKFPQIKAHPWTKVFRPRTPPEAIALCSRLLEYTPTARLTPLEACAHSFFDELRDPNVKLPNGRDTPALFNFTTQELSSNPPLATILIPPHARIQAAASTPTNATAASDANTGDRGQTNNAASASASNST
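test system = GST-tagged human GSK3beta kinase, cell-free | reagent = 25 µM ATP with peptide substrate | dosing = one dose of 10 µM per compound | schedule = 60 min reaction, RT | detection = luminescent ADP-Glo measurement of ADP formed | control set = DMSO neutral wells and GW8510 at 20 µM as positive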
KLF5 inh – KLF5 expression inhibitors, primary screen, DLD-1 cells, luminescence; DLD-1 KLF5 promoter-luciferase reporter; inhibition, % at 5 µM; 290,000 compounds, 0.23% hits; AID 1700, 2009;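 active = inhibition above a per-plate limit of that plate's mean compound inhibition plus 3 SD, cut at about 60% in these data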;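 also: 0% = DMSO wells and 100% = LY294002 at 200 µM; higher means less KLF5 promoter-driven luciferase light; inactives centre near -14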
aSyn UTR inh – MLPCN primary screen, SNCA 5' untranslated region | inhibition, % (tested at 7.5 µM) | AID 1813, 2009 | alpha-synuclein 5'UTR reporter, inhibitor activity | 300,000 compounds, 0.82% hits; in the data active = inhibition above about 60%; inconclusive = no clear call, values can overlap the other calls;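 also: H4 neuroglioblastoma cells stably carrying SNCA 5'UTR luciferase fusion; 0% = DMSO wells and 100% = positive control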
HSF1 inhib – HSF1 inhibitors in luciferase reporter cells, primary screen, cell-based, NIH3T3, luminescence. NIH3T3-HGL HSE-luciferase, MG132-induced, luminescence 8 h; active compounds read low. activity change, negative = inhibition, % at 7.5 µM (by protocol). 300,000 compounds, 0.77% hits. AID 2098, 2009;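 active = more than half of replicate wells show activity change below -50%, luminescence cut by over half; inconclusive = some wells, but at most half, below -50%; inactive = no replicate well below -50%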;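 also: luciferase reports HSF-1 transcriptional activity via heat shock element; 0% = median of DMSO wells and -100% = zero luminescence signal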
IEC-6 cytotox – cytotoxicity in IEC-6 intestinal epithelial cells, primary screen, cytotoxicity control for KLF5 inhibitor project, cell-based, luminescence; IEC-6 cytotoxicity, luminescence viability; inhibition, % at 5 µM; 290,000 compounds, 0.78% hits; AID 1825, 2009; in the data active = inhibition above about 22%;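 also: 0% = plate median of test compound wells and 100% = cytotoxic reference compound wells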
An asterisk follows results filed as active. An unsorted share of the library; overall some 4.7% were active at least once.

`CSc1cccc(NC(=S)N(CCC(C)C)C2CCN(C(C)C)CC2)c1` gave HSP90 inh -4, HIF activator 1.4, GSK3 alpha inh 0, AI-2 QS modul 3, HSF-1 act -6, GSK3beta inhib -1, KLF5 inh 16, aSyn UTR inh 8, HSF1 inhib -5 and IEC-6 cytotox 2.
For O=C(O)C1CCC(N2C(=O)c3c(Cl)c(Cl)c(Cl)c(Cl)c3C2=O)CC1 (stereo unspecified) the results were HSP90 inh -7, HIF activator -2.3, GSK3 alpha inh 1, AI-2 QS modul 13, HSF-1 act 3, GSK3beta inhib 0, KLF5 inh -22, aSyn UTR inh -4, HSF1 inhib -7 and IEC-6 cytotox -6.
For CCC1COC(c2cccn2Cc2ccc(Cl)cc2)=N1 (stereo unspecified) the results were HSP90 inh 0, HIF activator -0.2, AI-2 QS modul 14, HSF-1 act 14, GSK3beta inhib 5, KLF5 inh 8, aSyn UTR inh 4, HSF1 inhib 8 and IEC-6 cytotox 2.
For O=C(Cn1c(-c2ccc(Cl)cc2)noc1=O)N1CCN(c2ccccc2F)CC1 the results were HSP90 inh 0, HIF activator 0.5, GSK3 alpha inh -1, AI-2 QS modul 43, HSF-1 act -7, GSK3beta inhib -5, KLF5 inh -1, aSyn UTR inh -19, HSF1 inhib 0 and IEC-6 cytotox 0.
`O=C(/C=C1\SC(=O)NC1=O)Nc1ccc(F)cc1` gave HSP90 inh 1, HIF activator -0.5, GSK3 alpha inh 1, AI-2 QS modul -2, HSF-1 act -18, GSK3beta inhib -23, KLF5 inh -47, aSyn UTR inh -9, HSF1 inhib -14 and IEC-6 cytotox -3.
CC(C)c1ccc(CCNC(=O)c2ccc([N+](=O)[O-])cc2)cc1 was read as HSP90 inh 6, HIF activator -0.3, GSK3 alpha inh -2, AI-2 QS modul 2, GSK3beta inhib 0, KLF5 inh -19, aSyn UTR inh 23 and IEC-6 cytotox 0.
Cn1c(/C=C/c2ccccc2[N+](=O)[O-])nc2ccccc2c1=O was read as HSP90 inh 0, HIF activator 0.6, GSK3 alpha inh 3, AI-2 QS modul 10, HSF-1 act 20, GSK3beta inhib 0, KLF5 inh -66, aSyn UTR inh -133, HSF1 inhib 11 and IEC-6 cytotox 4.
`O=c1[nH]c(Sc2ccc([N+](=O)[O-])cc2[N+](=O)[O-])nc2ccccc12` gave HIF activator 1.3, GSK3 alpha inh 7, AI-2 QS modul 15, HSF-1 act 35, GSK3beta inhib 2, aSyn UTR inh -31 and HSF1 inhib 22.
For CCCCc1ccc(NC(=S)NCc2ccccc2OC)cc1 the results were HSP90 inh 1, HIF activator -0.3, GSK3 alpha inh -5, AI-2 QS modul 8, HSF-1 act -11, GSK3beta inhib 1, KLF5 inh -30, aSyn UTR inh 7, HSF1 inhib -6 and IEC-6 cytotox 11.
For Cc1ccc(NC(=O)CS(=O)Cc2nc(-c3ccc(C)cc3)oc2C)cc1 (stereo unspecified) the results were HSP90 inh -1, HIF activator 0.1, GSK3 alpha inh -1, AI-2 QS modul 19, HSF-1 act 31, GSK3beta inhib 2, KLF5 inh -49, aSyn UTR inh 10, HSF1 inhib 7 and IEC-6 cytotox -3.
CCn1nc(NC(=O)c2ccccc2)c2cc3cccc(C)c3nc21 was read as HSP90 inh -3, HIF activator 0.0, GSK3 alpha inh -3, AI-2 QS modul 3, HSF-1 act -39, GSK3beta inhib -9, KLF5 inh -3, aSyn UTR inh 9, HSF1 inhib -32 and IEC-6 cytotox -2.
Screening Cc1cccc(C)c1NC(=O)CCc1nnc2ccc(N3CCCC3)nn12 returned HSP90 inh -1, HIF activator -0.5, GSK3 alpha inh 0, AI-2 QS modul 25, HSF-1 act 7, GSK3beta inhib 1, KLF5 inh -11, aSyn UTR inh 9, HSF1 inhib -2 and IEC-6 cytotox 2.
`CCCc1nnc(NC(=O)NCCN2C(=O)C3C4C=CC(C4)C3C2=O)s1` (stereo unspecified) gave HSP90 inh 0, HIF activator -0.2, GSK3 alpha inh -1, AI-2 QS modul 13, HSF-1 act 2, GSK3beta inhib 0, KLF5 inh -42, aSyn UTR inh -11, HSF1 inhib 0 and IEC-6 cytotox -5.
Screening O=C(NC1CCCCC1)C(c1cccs1)N(Cc1cccs1)C(=O)c1cccs1 (stereo unspecified) returned HSP90 inh 3, HIF activator 0.1, GSK3 alpha inh 3, AI-2 QS modul -2, HSF-1 act 24, GSK3beta inhib -1, KLF5 inh -3, aSyn UTR inh -7, HSF1 inhib -2 and IEC-6 cytotox -3.
For CCOC(=O)C[n+]1c(C)ccc2c1CCC2 the results were HSP90 inh -2, HIF activator 0.4, GSK3 alpha inh -2, AI-2 QS modul 5, HSF-1 act 16, GSK3beta inhib 0, KLF5 inh -20, aSyn UTR inh 20, HSF1 inhib 3 and IEC-6 cytotox 4.
Screening Cc1cc(Br)cc2c(C(=O)NCC3CCCO3)cc(-c3ccccc3)nc12 (stereo unspecified) returned HSP90 inh 4, HIF activator -14, GSK3 alpha inh 6, AI-2 QS modul 12, HSF-1 act -5, GSK3beta inhib 3, KLF5 inh -6, aSyn UTR inh -49, HSF1 inhib 0 and IEC-6 cytotox 10.
Screening Cc1nc2ccc(NC(=O)c3ccc([N+](=O)[O-])cc3[N+](=O)[O-])cc2s1 returned HSP90 inh 4, HIF activator -1.1, GSK3 alpha inh 0, AI-2 QS modul 39, HSF-1 act -3, GSK3beta inhib 3, KLF5 inh -3, aSyn UTR inh 0, HSF1 inhib 8 and IEC-6 cytotox 9.
Screening Fc1ccc(-n2cc(CNCCc3ccccn3)c(-c3ccccc3Cl)n2)cc1 returned HSP90 inh 3, HIF activator -0.1, GSK3 alpha inh -1, AI-2 QS modul 28, HSF-1 act -65, GSK3beta inhib 0, KLF5 inh -18, aSyn UTR inh 15, HSF1 inhib -52* and IEC-6 cytotox -2.
Screening COCCNC(=O)CCn1nc(-c2ccc(C)cc2)ccc1=O returned HSP90 inh -1, HIF activator -1.5, GSK3 alpha inh 0, AI-2 QS modul 15, HSF-1 act 2, GSK3beta inhib 1, KLF5 inh -45, aSyn UTR inh 6, HSF1 inhib 3 and IEC-6 cytotox -7.
For NC(=O)CSc1nnc(NC(=O)C2CC(=O)N(c3ccc(F)cc3)C2)s1 (stereo unspecified) the results were HSP90 inh -1, HIF activator 0.6, GSK3 alpha inh 0, AI-2 QS modul 22, HSF-1 act 4, GSK3beta inhib 0, KLF5 inh -21, aSyn UTR inh -6, HSF1 inhib 1 and IEC-6 cytotox -8.
CCC(CC)NC(=O)c1ccc(NS(=O)(=O)c2ccc3[nH]c(=O)[nH]c3c2)cc1 was read as HSP90 inh -2, HIF activator -0.9, GSK3 alpha inh -4, AI-2 QS modul 32, HSF-1 act 16, GSK3beta inhib 6, KLF5 inh -6, aSyn UTR inh -5, HSF1 inhib -4 and IEC-6 cytotox 5.
Screening CCCCOCCCNC(=O)c1ccc(OC)cc1 returned HSP90 inh 5, HIF activator 0.3, GSK3 alpha inh -4, AI-2 QS modul 14, HSF-1 act -6, GSK3beta inhib 3, KLF5 inh -13, aSyn UTR inh 2, HSF1 inhib -7 and IEC-6 cytotox 0.
Screening Cc1ccc(-c2nnc(SCC(=O)Nc3ccccc3N3CCOCC3)o2)cc1 returned HSP90 inh 4, HIF activator 0.6, AI-2 QS modul 13, HSF-1 act -18, GSK3beta inhib 3, KLF5 inh -8, aSyn UTR inh -52, HSF1 inhib 12 and IEC-6 cytotox -4.
Screening O=C(O)CCn1cc(/C=C/C(=O)c2ccc(Cl)cc2)c(-c2cccc(Br)c2)n1 returned HSP90 inh -7, HIF activator 0.4, GSK3 alpha inh -2, AI-2 QS modul -5, HSF-1 act 8, GSK3beta inhib 3, KLF5 inh -4, aSyn UTR inh -6, HSF1 inhib 7 and IEC-6 cytotox 0.
`COc1cc2ncnc(NCc3cccs3)c2cc1OC` gave HSP90 inh -1, HIF activator inconclusive, GSK3 alpha inh 0, AI-2 QS modul 10, HSF-1 act -2, GSK3beta inhib -1, KLF5 inh 17, aSyn UTR inh -24, HSF1 inhib -6 and IEC-6 cytotox 33*.
`C=CCn1c(Cc2c[nH]c3ccccc23)nnc1SCC(=O)NCc1ccccc1` gave HSP90 inh -2, HIF activator 0.0, GSK3 alpha inh -1, AI-2 QS modul -1, HSF-1 act 23, GSK3beta inhib 0, KLF5 inh -28, aSyn UTR inh 23, HSF1 inhib 6 and IEC-6 cytotox -4.
Screening COC(CNC(=O)C(=O)Nc1ccc2c(c1)N(S(=O)(=O)c1cccs1)CCC2)OC returned HIF activator 0.1, GSK3 alpha inh -4, AI-2 QS modul 7, HSF-1 act -5, GSK3beta inhib 3, aSyn UTR inh -6 and HSF1 inhib 4.
`O=C(C1CCN(c2nc(-c3ccccc3)nc3c2CCC3)CC1)N1CCCC1` gave HSP90 inh 0, HIF activator -0.6, GSK3 alpha inh -2, AI-2 QS modul 0, HSF-1 act -4, GSK3beta inhib -1, KLF5 inh 6, aSyn UTR inh 53, HSF1 inhib -13 and IEC-6 cytotox -1.
c1ccc(-c2nnc(SCc3nnc(-c4cccs4)o3)o2)cc1 was read as HSP90 inh 7, HIF activator 0.3, GSK3 alpha inh 22, AI-2 QS modul 17, HSF-1 act 11, GSK3beta inhib -1, KLF5 inh -45, aSyn UTR inh -22, HSF1 inhib -3 and IEC-6 cytotox 2.
`Nc1ccnn1Cc1cccs1` gave HSP90 inh 7, HIF activator 0.3, GSK3 alpha inh -1, AI-2 QS modul 21, HSF-1 act 32, GSK3beta inhib -2, KLF5 inh -11, aSyn UTR inh 12, HSF1 inhib 4 and IEC-6 cytotox -3.
CC(=O)Nc1ccc(NC(=O)C(C)OC(=O)c2ccccc2Sc2ccccc2C#N)cc1 (stereo unspecified) was read as HSP90 inh 1, HIF activator 0.2, GSK3 alpha inh -1, AI-2 QS modul 28, HSF-1 act 4, GSK3beta inhib 2, KLF5 inh -22, aSyn UTR inh 10, HSF1 inhib -8 and IEC-6 cytotox -12.
Screening CCn1cc(C2=NCCO2)c2ccccc21 returned HSP90 inh -1, HIF activator -0.3, GSK3 alpha inh -1, AI-2 QS modul 12, HSF-1 act 10, GSK3beta inhib 3, KLF5 inh -11, aSyn UTR inh 10, HSF1 inhib 3 and IEC-6 cytotox -4.
